MmCpn inh: blocks the Methanococcus maripaludis chaperonin Mm-Cpn. Potency, µM (highest dose often 76.9 µM), for the others: at the top dose activity, negative = inhibition, hits mostly inhibitors. 330,000 tested, 0.031% active. purified Mm-Cpn ATPase, ADP Transcreener TR-FRET; further: potency means the concentration at half of the fitted maximal effect; on the % scale 0 is the no-effect control and ±100 the full control effect; nearly all actives have a fitted effect of over 80% in size
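ATPase read-out: TR-FRET ADP immunoassay (anti-ADP Eu cryptate vs ADP-d2), ex 320 nm, em 590/665 nm; signal drops as ADP forms. Enzyme 25 nM, ATP 10 uM, 30 min at 37°C after 10 min compound preincubation.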
Nrf2 ARE act: activates Nrf2 signaling; AREc32 ARE-luciferase reporter (MCF7-derived line), luminescence, 24 h; Potency, µM (doses to about 46.1 µM), without a hit: at the top dose activation, actives largely listed as activators; 410,000 tested, 0.31% active; AID 624171; further: potency means the concentration at half of the fitted maximal effect; % of control where 0% means no effect; nearly all actives have a fitted effect of over 65% in size
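Steps: seed AREc32_Fluc cells (1000/well, 5% FBS OPTI-MEM); incubate overnight at 37 deg C; add 23 nL compound; incubate 24 hr; add Steady-Glo; hold 30 min RT; read luminescence.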
A549 tox: kills or reduces viability of A549 cells in Nrf2 counter-screen; AID 504648; A549 ARE-Fluc cells, CellTiter-Fluor viability, 18-24 h; 390,000 tested, 0.16% active; Potency, µM (top dose mostly 46 µM), for the others: at the highest dose activity change, negative = cytotoxicity, most hits filed as inhibitors; further: potency means the concentration at half of the fitted maximal effect; on the % scale 0 is the no-effect control and ±100 the full control effect
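Cytotoxicity counterscreen: CellTiter-Fluor fluorescence was measured in A549 ARE_Fluc cells after 18-24 h of compound exposure in a concentration series. The subsequent BugLite luminescent read reports ARE-luciferase activity.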
HepG2 viability: HepG2 cytotoxicity, counter-screen for TGF-b inhibitors. 410,000 tested, 0.76% active. AID 588856. Potency, µM (doses to about 46.1 µM), for the others: at the top dose activity change, negative = cytotoxicity, hits mostly cytotoxic. HepG2 CAGA-GFP viability, ATP luminescence, 18 h; further: potency means the concentration at half of the fitted maximal effect; some results filed as inactive show a strong effect at the top dose
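CellTiter-Glo luminescence gave cytotoxicity after 18 hours at 37 degrees C. The cells were HepG2 CAGA-GFP in 1% FBS DMEM, stimulated with 500 pg/mL TGF-beta after compound addition. %Activity was normalised to no-cell wells (complete cell-killing) and DMSO (no toxicity), and curves were fitted and classified.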
S2 tox: viability counter-screen for ATXN expression inhibitors; S2 cells (HEK-293 line with an ATXN2-luciferase reporter) viability, CellTiter-Fluor protease fluorescence, 24 h; Potency, µM (top dose mostly 56.7 µM), hits mostly cytotoxic; 400,000 tested, 0.49% active; further: potency means the concentration at half of the fitted maximal effect; nearly all actives have a fitted effect of over 40% in size
TGFb inhibitor: TGF-b pathway inhibition. 410,000 tested, 1.2% active. Potency, µM (series often up to 46.1 µM), for the others: top-dose activity, negative = inhibition, actives largely listed as inhibitors. HepG2 CAGA-GFP TGF-b/SMAD3 reporter, GFP fluorescence, 18 h; TGF-beta stimulated, 500 pg/mL final; further: potency means the concentration at half of the fitted maximal effect; on the % scale 0 is the no-effect control and ±100 the full control effect; nearly all actives have a fitted effect of over 65% in size
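HEPG2 CAGA-GFP, 1000 cells/well; 2 h settle, 37 C; cpd via pin tool; TGF-b 500 pg/mL final; 18 h, 37 C; GFP imaging ex488/em500-530; %Activity normalised to -TGF-b and +DMSO controls; CRC fit, curve class.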
CCT modulator: cytosolic chaperonin activity modulation; AID 651819; 360,000 tested, 0.3% active; activity change, % (concentration not given with the values), hits read low; purified chaperonin ATPase assay, HTRF ADP detection, 30 min; in the data active means activity change below about -30%; further: on the % scale 0 is the no-effect control and ±100 the full control effect
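TRiC (40 or 20 nM final, by batch activity) in 30 mM Tris pH 7.4, 100 mM KCl, 5 mM MgCl2, 1 mM DTT was treated with compound at 76 uM single dose, then 10 uM ATP, 30 min at 37 °C. ADP was read by HTRF Transcreener.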
Nrf2 inh: inhibitors of Nrf2 signaling; Potency, µM (top dose mostly 46 µM), inactives show top-dose activity change, negative = inhibition, usual class: inhibitors; A549 ARE-Fluc reporter, luciferase luminescence, 18-24 h; AID 504444; 360,000 tested, 2.1% active; further: potency means the concentration at half of the fitted maximal effect; on the % scale 0 is the no-effect control and ±100 the full control effect; nearly all actives have a fitted effect of over 60% in size
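A549 ARE_Fluc cells (5000/well, 5% FBS OPTI-MEM) pre-incubated 2 h, then treated with compounds 18-24 h at 37C/5% CO2 in concentration-response. CellTiter-Fluor viability read first; BugLite luciferase luminescence after 15 min at room temperature gives Nrf2 activity.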
pAkt inh: inhibitors of Akt phosphorylation. Neuro2A IGF-stimulated pAkt S473 HTRF, 20 min; active compounds read low. activity change, % for hits at 50 µM. 360,000 tested, 0.32% active. AID 651550; in the data active means activity change below about -80%; inconclusive means mostly about -51% to -80%; further: on the % scale 0 is the no-effect control and ±100 the full control effect
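Neuro2A cells (4,500/well, DMEM with 0.5% FBS) were treated with compound at a single 50 µM final concentration, stimulated with 6 nM IGF for 20 min at 37 °C, and lysed. Phospho-Akt Ser473 was read by HTRF as 665/615 ratio ×10^4.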
The depositor's hits bear a star; i = inactive; ? = inconclusive; · = no result given; & = joins results of further samples; [ ] = remark or other dose. Unless noted, the call rests on the fitted dose curve; in most records, active means well fitted curve in the direction sought with a large enough effect; inconclusive means small, poorly fitted or top-dose-only effect, or another doubt; inactive means no such curve, though single readings can be large; an effect the other way counts as inactive or inconclusive. Rows are unselected. About 4.4% of those tested had a hit in this group.

Each structure is followed by: MmCpn inh	Nrf2 ARE act	A549 tox	HepG2 viability	S2 tox	TGFb inhibitor	CCT modulator	Nrf2 inh	pAkt inh
Nn1c(SCC(=O)Nc2ccc(OC(F)F)cc2)nnc(Cc2ccccc2)c1=O
  2.1%	3.1%	-4.2%	3.0%	i	-9.8%	0.3	-18.6%	i
O=C(OC1CCOC1=O)c1cccc(S(=O)(=O)Nc2ccc(F)cc2)c1 (stereo not drawn)
  0.9%	0.3%	1.9%	1.8%	i	?	-1.8	11.4%	i
CC(/C=C1\SC(=O)N(CC(=O)Nc2ccc(O)cc2)C1=O)=C\c1ccccc1
  1.1%	17.0%	-11.0%	-32.9%	?	?	0.4	2.3%	i
Cc1ccc2c(c1)c(=O)c(S(=O)(=O)c1ccc(F)cc1)cn2CC(=O)Nc1ccc2c(c1)OCO2
  ·	-0.1%	-1.9%	3.0%	i	-15.5%	·	-8.2%	·
CCOCCCNC(=O)/C(C#N)=C/c1ccc(C(=O)OC)cc1
  -3.3%	2.1%	8.4%	5.8%	i	-17.3%	2.3	-7.6%	i
CCc1ccccc1NC(=O)C(CC)Sc1nc2cc3c(cc2c(=O)n1Cc1ccco1)OCO3 (stereo not drawn)
  1.9%	0.1%	-25.9%	-6.0%	17.8µM*	6.3%	-3.3	?	i
CCC12CCCN3CCC4(C(=C(C(=O)OC)C1)Nc1ccccc14)C32 (stereo not drawn)
  0.7%	10.2%	-7.1%	-3.4%	i	-4.0%	-3.5	-10.3%	i
CCn1c(SCC(=O)Nc2ccc(OC)cc2OC)nc2nc3c(cc2c1=O)COC(C)(C)C3
  -1.5%	-0.2%	-2.2%	-20.3%	i	2.7%	1.4	0.5%	i
Cn1nc(C(=O)NCc2ccccc2Cl)c2c1-c1ccccc1SC2
  ·	0.2%	1.5%	-3.4%	·	-5.4%	·	17.1%	·
COc1ccc(C(=O)COC(=O)c2ccccc2NS(=O)(=O)c2ccc(O)c([N+](=O)[O-])c2)cc1
  -2.3%	0.1%	3.4%	6.8%	i	-3.2%	2.4	-0.3%	i

Brought forward from above: 3 entries; new compounds follow.
Each structure is followed by: MmCpn inh	Nrf2 ARE act	A549 tox	HepG2 viability	S2 tox	TGFb inhibitor	CCT modulator	Nrf2 inh	pAkt inh
CCn1c(SCC(=O)Nc2ccc(OC)cc2OC)nc2nc3c(cc2c1=O)COC(C)(C)C3
  -1.5%	-0.2%	-2.2%	-20.3%	i	2.7%	1.4	0.5%	i
Cn1nc(C(=O)NCc2ccccc2Cl)c2c1-c1ccccc1SC2
  ·	0.2%	1.5%	-3.4%	·	-5.4%	·	17.1%	·
COc1ccc(C(=O)COC(=O)c2ccccc2NS(=O)(=O)c2ccc(O)c([N+](=O)[O-])c2)cc1
  -2.3%	0.1%	3.4%	6.8%	i	-3.2%	2.4	-0.3%	i
COC(=O)C(C)Sc1snnc1-c1ccccc1 (stereo not drawn)
  0.7%	-0.3%	-6.9%	-0.2%	i	23.8%	0.6	3.3%	i
COc1ccccc1CNC(=O)COC(=O)Cc1c[nH]c2ccccc12
  1.0%	-0.3%	2.4%	1.1%	?	-0.7%	0.4	7.4%	i
CCCNc1nc(N2CCCC2)nc(N2CCCC2)n1
  -4.2%	2.8%	-4.1%	-4.5%	i	-14.3%	-1.7	-19.2%	i
COc1ccc(C2Nc3ccccc3C(=O)N2c2ccccc2F)cc1COc1ccc(NC(C)=O)cc1 (stereo not drawn)
  ·	·	-12.9%	-4.4%	·	0.4%	·	-16.1%	·
CC(C)Cc1cc(C(=O)Nc2cc(C(F)(F)F)ccc2Cl)no1
  -12.2%	7.2%	1.1%	2.6%	i	-17.2%	-2.1	-4.2%	i
O=C(Cn1nc(-c2ccccc2)c2ccccc2c1=O)NCCN1CCOCC1
  -11.3%	-0.1%	11.8%	-14.0%	i	-4.6%	0.5	8.7%	i
COc1cccc(CNC(=O)CSc2nnc(C)c3c(C)n(-c4ccccc4)nc23)c1OC
  ·	17.7%	14.6%	-2.0%	i	?	·	-8.0%	·
CCN(CC(=O)NCc1ccc(F)cc1)C(=O)COc1ccc(C)c(C)c1
  -0.1%	2.9%	0.2%	-10.4%	i	-5.9%	-1.9	14.7%	i
COc1ccc(OC)c(CN2CCN(C(=O)CNC(=O)c3ccccc3F)CC2)c1
  2.5%	-0.4%	3.2%	3.0%	i	6.2%	-2.7	0.4%	i
CCOC(=O)C1CCN(C(=O)CCNC(=O)c2ccccc2OC)CC1
  ·	-0.7%	0.3%	-0.3%	i	26.7%	-2.9	-0.8%	i

Two consecutive compounds from above, quoted:
Each structure is followed by: MmCpn inh	Nrf2 ARE act	A549 tox	HepG2 viability	S2 tox	TGFb inhibitor	CCT modulator	Nrf2 inh	pAkt inh
CCC12CCCN3CCC4(C(=C(C(=O)OC)C1)Nc1ccccc14)C32 (stereo not drawn)
  0.7%	10.2%	-7.1%	-3.4%	i	-4.0%	-3.5	-10.3%	i
CCn1c(SCC(=O)Nc2ccc(OC)cc2OC)nc2nc3c(cc2c1=O)COC(C)(C)C3
  -1.5%	-0.2%	-2.2%	-20.3%	i	2.7%	1.4	0.5%	i

Going on with the list.
Each structure is followed by: MmCpn inh	Nrf2 ARE act	A549 tox	HepG2 viability	S2 tox	TGFb inhibitor	CCT modulator	Nrf2 inh	pAkt inh
C=CCOc1ccc(C2=NO[C@@H]3[C@@H]4C[C@@H]([C@H]5C(=O)N(C)C(=O)[C@@H]45)[C@H]23)cc1
  -3.8%	2.7%	0.8%	-34.1%	i	?	2.5	?	i
NC(=O)NC1NC(=O)NC1=O (stereo not drawn)
  -2.1%	-0.1%	3.5%&5.4%	22.0%&5.6%	i	7.9%&24.1%	-1.7	-0.1%&-15.8%	i
O=C(CCNC(=O)Cn1ccc2ccccc2c1=O)NCCN1CCN(c2cccc(Cl)c2)CC1
  0.1%	-0.8%	-6.9%	-26.9%	i	1.8%	0.9	-18.6%	i
Cc1ccc(NC(=O)COC(=O)c2ccc3c(c2)OCO3)c(C)c1
  1.4%	-0.7%	-5.2%	-18.4%	i	0.6%	-0.8	0.0%	i
CCOc1cc2c(C#N)c(N3CCCCC3)nc(N)c2c(N)n1
  -3.0%	0.6%	0.0%[1.84 µM]	-42.1%	i	-20.0%	-3.5	-21.2%	i
Cc1cc(C)nc(N2CCC(C(=O)NNC(=O)c3ccccc3)CC2)n1
  0.3%	0.3%	1.7%	-49.5%	i	4.2%	-0.5	-5.3%	i
CCn1c(SCC(=O)NCc2ccccc2)nnc1-c1ccccc1O
  2.0%	0.4%	4.4%	2.9%	i	-6.5%	-0.3	0.0%	i
CCN(CC)c1ccc(N=C2C(=O)Nc3ccccc32)cc1
  -12.4%	-1.1%	-13.4%	12.6µM*	?	?	-14.3	-3.3%	i
CCN(CC)CCn1cnc2c1c(=O)n(CCOC(=O)c1cc(OC)c(OC)c(OC)c1)c(=O)n2C
  -0.6%	-0.1%	2.5%	-6.9%	?	5.1%	2.3	0.5%	i
CCCCCCC1CCC(c2nc(-c3ccncc3)no2)CC1 (stereo not drawn)
  -0.2%	-0.2%	0.3%	8.3%	i	17.1%	-0.7	0.8%	i

(continued)
mol | MmCpn inh | Nrf2 ARE act | A549 tox | HepG2 viability | S2 tox | TGFb inhibitor | CCT modulator | Nrf2 inh | pAkt inh
CN(C)CCNc1ncnc2c1cnn2-c1cccc(Cl)c1 | · | 8.8% | 23.7% | -32.9% | i | ? | · | · | ·
COC(=O)c1ccc(CN2C(=O)c3ccccc3C2=O)cc1 | 0.2% | -0.8% | 2.2% | -0.3% | i | -4.9% | -1.8 | -19.0% | i
CC1(C)NC(=O)N(CC(=O)OCC(=O)Nc2cc(S(=O)(=O)N3CCCCCC3)ccc2Cl)C1=O | -0.6% | -1.0% | -1.8% | 1.9% | i | 12.3% | 0.2 | 15.1% | i
CCC(=O)NNc1nc2c(C)c(C)ccc2s1 | -2.6% | 4.7% | 2.5% | 5.5% | i | 16.3% | 0.3 | 7.9% | i
CCc1ccc(NS(=O)(=O)c2c(C)nc3sc(CC)nn3c2=O)cc1 | 1.4% | 0.2%&4.9% | -3.4%&5.0% | -12.0%&-12.9% | i | -3.0%&-9.0% | -0.3 | ? | i
CCC(Oc1ccccc1)C(=O)Nc1ccccc1C(=O)N1CCN(C)CC1 (stereo not drawn) | 0.5% | -0.9% | 0.1% | 1.2% | i | 0.5% | -0.1 | 6.5% | i
CSc1ncnc2c1ncn2CCCNCc1ccc2c(c1)OCO2 | · | 3.1% | · | 1.5% | i | 4.2% | -8.2 | · | i
COc1ccc(C2c3[nH]c4ccccc4c3CCN2C(=O)c2cc3ncccn3n2)c(F)c1 (stereo not drawn) | -4.5% | 16.4% | -21.2% | 0.0% | i | 0.0% | 0.0 | ? | i
Nc1ccc(S(=O)(=O)Nc2cc(Cl)c(N)c(Cl)c2)cc1 | · | 2.9% | -15.4% | 0.3% | i | 11.9% | -7.6 | -10.9% | i
CC(=O)c1cccc(N=Cc2c(O)ccc3ccccc23)c1 | -15.4% | 2.4% | -7.5% | 6.8% | i | -1.0% | 0.8 | 0.7% | i
CCCCOC(=O)c1ccc(-c2ccc(/C=N/NC(=S)NCC)o2)cc1 | -0.2% | 2.2% | -13.6% | -49.8% | i | -27.0% | -2.6 | 18.3% | i

Screens from PubChem.
